STAT3 blocker – STAT3 signaling inhibition | inhibition, % at 5.5 µM | AID 862 | 0.89% of 190,000 active | U3A cells, IL-6 STAT3-luciferase reporter, luminescence; host cell line lacks STAT1;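 active means inhibition above the mean inhibition across all screened compounds plus 3 SD, cut at about 44% in these data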;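 further: 0% = DMSO only wells and 100% = 100 µM nifuroxazide control wells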
STAT3 act – increases IL-6 driven STAT3 reporter signal; U3A cells, IL-6 STAT3-luciferase reporter, luminescence; 100% = signal with IL-6 EC80 alone; activation (% of control), % at 5.6 µM; 0.91% of 190,000 active;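 active means activation above the screen-wide mean of compound activation plus 3 SD, cut at about 130% in these data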;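 further: 0% = background luminescence of wells with medium and substrate only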
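System – human U3A cells carrying STAT3-luciferase construct · Probe or stimulus – Interleukin-6, 33 ng/mL · Schedule – compound 1 h, then IL-6 6 h at 37 °C · Signal – luminescence from STAT3-driven luciferase reporter · Evaluation – percent of IL-6-only median luminescence · Benchmarks – IL-6-only high control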
Redox H2O2 prof – compounds producing H2O2 with reducing agent – biochemical, NIH compound library profiling, artefact control for MLSCN library redox annotation, primary screen | DTT-dependent redox cycling H2O2, phenol red/HRP absorbance; 100% = 100 µM peroxide control, 0% = buffer | AID 878 | 0.03% of 200,000 active | activation, % at 10 µM;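 active means activation of at least 50% relative to the plate's high and low controls in the primary single-dose screen; inactive means activation below 50%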;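 further: compound incubated with DTT at 0.8 mM final as the reducing agent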
STAT1 inh – STAT1 signaling inhibition. NIH 3T3 STAT1-luciferase reporter, IFN-gamma, luminescence. inhibition, % at 5.5 µM. 0.35% of 200,000 active. AID 920;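 active means inhibition above a set limit, the mean inhibition across all tested compounds plus 3 SD, cut at about 34% in these data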;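 further: 0% = IFN-gamma with DMSO and 100% = IFN-gamma with 300 µM nifuroxazide; values of inactives mirror those of a sister screen read the other way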
Hsp70 activator – Hsp70 transcriptional activation, primary screen | AID 1203 | 0.04% of 200,000 active | activation, % at 10 µM | HeLa Hsp70 promoter luciferase reporter, luminescence; scaled: vehicle 0, proteasome-inhibitor control 100%;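 active means activation above the mean across all tested compounds plus 3 SD, cutoff set per campaign, cut at about 5.5% in these data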;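 further: 100% = MG132 at 30 µM as the positive control and 0% = DMSO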
APP 5'UTR act – APP 5'UTR luciferase reporter activation | SH-SY5Y APP 5'UTR luciferase reporter, luminescence; zero percent = DMSO vehicle wells | activation, % at 2 µM | 1% of 190,000 active | AID 1276;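 active means activation above a set limit, based on mean plus 3 SD of controls, cut at about 140% in these data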; further: values of inactives mirror those of a sister screen read the other way
NF-kB expr up – NF-kB expression increase, human neuronal cells; NF-kB reporter expression; active compounds read high; fold change at 12.5 µM; 1.6% of 190,000 active; AID 1239; in the data active means fold change above about 3.3
HMGR II inh – E. faecalis class II HMG-CoA reductase inhibition; purified E. faecalis HMGR, NADPH absorbance 340 nm kinetic; inhibition, % at 10 µM; 0.41% of 190,000 active; AID 1066;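 active means inhibition above a set limit, the median over all tested compounds plus 3 SD, cut at about 9.5% in these data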;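 further: enzyme runs in reverse so mevalonate oxidation gives rising NADPH absorbance; 0% = complete reaction with DMSO and 100% = background rate lacking mevalonate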
STAT1 act – increases IFN-gamma driven STAT1 reporter signal. NIH 3T3 STAT1-luciferase reporter, luminescence; 100% = IFN-gamma alone, no compound. activation (% of control), % at 5.5 µM. 2.6% of 200,000 active. AID 932;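 active means activation above the screen-wide mean activation plus 3 SD, cut at about 130% in these data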;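 further: raw ratio to IFN-gamma control signal so 100% means no change and 0% no light; values of inactives mirror those of a sister screen read the other way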
TLR4 MyD88 comp – inhibitors of human TLR4-MyD88 binding | O00206+Q99836 | HeLa CL3-4 TLR4/MyD88 BLA complementation, FRET ratio | inhibition, % at 8.4 µM | 0.18% of 200,000 active | AID 861; in the data active means inhibition above about 25%;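 further: 0% = vehicle and 100% = reference inhibitor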
An asterisk follows results filed as active.

[1] CC1CCN(S(=O)(=O)c2ccc(C(=O)NCc3ccco3)cc2)CC1
[2] COc1cc(C(=O)N/N=c2/sc3ccccc3n2C)cc(OC)c1OC
[3] CCCc1[nH]nc2c1C1(CCN(C(=O)OCc3ccccc3)CC1)C(C#N)=C(N)O2
[4] Cc1ccc(C)c(S(=O)(=O)N2CCN(C(=O)c3cnccn3)CC2)c1
[5] COc1ccc(C(=O)NCCSc2ccccc2)cc1OC
[6] O=C(CSc1nnc(CNc2ccccc2)o1)c1ccc2c(c1)OCCO2
[7] COc1ccc(/C=N\NC(=O)c2cccc([N+](=O)[O-])c2)cc1Cn1cc([N+](=O)[O-])cn1
[8] Cc1ccc(OCCSCc2nnc(NC(=O)Nc3cccc(Cl)c3)s2)cc1

Assay by compound	1	2	3	4	5	6	7	8
STAT3 blocker	2.9	8.8	24.7	0.9	-15.1	6.3	9.7	-8.7
STAT3 act	99.5	92.7	86.0	102.7	117.5	97.9	96.2	106.2
Redox H2O2 prof	-0.5	-0.1	0.0	2.8	-0.3	1.9	-1.2	-0.1
STAT1 inh	-6.2	-1.6	0.3	5.8	-39.2	-3.7	2.0	-5.2
Hsp70 activator	-0.5	-0.4	-0.4	-0.1	0.3	-0.2	-0.2	-0.2
APP 5'UTR act	30.7	-8.0	6.6	2.7	46.2	15.6	18.8	0.8
NF-kB expr up	1.04	1.08	0.8	0.83	2.05	0.89	0.84	0.96
HMGR II inh	-3.3	-3.4	0.8	-5.6	4.6	-5.9	-1.0	-1.2
STAT1 act	105.3	101.4	99.7	94.7	134.1*	103.4	96.9	104.7
TLR4 MyD88 comp	1.9	5.4	0.3	6.5	5.9	0.5	-6.8	11.4

[9] CCOC(=O)Cc1csc(NC(=O)c2sc3nc4c(C)cc(C)cc4cc3c2N)n1
[10] CC1C(=O)C(C)C(c2ccc([N+](=O)[O-])cc2)NC1c1ccc([N+](=O)[O-])cc1 (configuration not stated)
[11] Cc1ccc(-n2c(SCn3nnc4ccccc4c3=O)nnc2-c2cccnc2)c(C)c1
[12] COc1ccc(OC)c2sc(NC(=O)c3ccc(S(=O)(=O)N(C)C)cc3)nc12
[13] O=C(NCCN1CCCCC1)c1ccco1
[14] CCc1cc(=O)[nH]c(-n2[nH]c(-c3ccccc3)cc2=O)n1
[15] CC(C)CCc1noc(CN2CCC(CCN3CCCC3=O)CC2)n1
[16] CCCCn1c(SCC(=O)Nc2nnc(C(C)C)s2)nc2c1c(=O)n(C)c(=O)n2C

Assay by compound	9	10	11	12	13	14	15	16
STAT3 blocker	27.8	1.9	17.0	11.3	3.0	4.6	6.2	11.7
STAT3 act	82.0	100.3	90.8	94.7	100.2	97.9	105.0	94.6
Redox H2O2 prof	-1.6	6.8	0.5	-1.4	1.7	-1.2	-0.3	2.2
STAT1 inh	-6.7	-3.3	1.8	3.4	5.4	1.6	-4.8	2.0
Hsp70 activator	-0.1	-0.1	-0.2	-0.4	0.2	-0.1	-0.2	-0.1
APP 5'UTR act	3.7	-1.4	-1.8	-16.1	-0.3	-1.1	5.3	-4.5
NF-kB expr up	0.95	1.11	0.52	0.67	1.07	1.18	1.64	0.85
HMGR II inh	0.5	0.6	1.3	1.1	-6.3	-3.1	1.5	-1.7
STAT1 act	97.5	101.3	97.3	96.9	96.2	98.3	103.5	98.2
TLR4 MyD88 comp	6.1	-11.0	6.3	6.1	-12.7	-7.2	0.0	-5.0

[17] CC1=NN(C(=O)COc2ccc(C)c(C)c2)C(O)(c2ccc(Cl)cc2)C1 (configuration not stated)
[18] CSc1nc(Sc2ccccc2Cl)c2ccccc2n1
[19] O=C(CSCc1ccc([N+](=O)[O-])cc1)NC1CC2CCC1C2 (configuration not stated)
[20] Cc1cc(OC(=O)c2c(Cl)cc(Cl)cc2Cl)nc(C)n1
[21] O=P(c1ccccc1)(c1ccccc1)C(c1ccco1)N1CCOCC1 (configuration not stated)
[22] CCn1ncc(CNC(=O)CCSc2nc(-c3ccco3)cc(C(F)(F)F)n2)c1C
[23] CCCN1C[C@H](CSC)C[C@@H]2c3cccc4[nH]cc(c34)C[C@H]21
[24] CCCNC(=O)CCC(NS(=O)(=O)c1ccc(C)cc1)C(=O)NCCC (configuration not stated)
[25] Cc1ccccc1NC(=O)c1ccc(NC(=O)C2CC(=O)OC23CCCCC3)cc1 (configuration not stated)

Assay by compound	17	18	19	20	21	22	23	24	25
STAT3 blocker	1.3	17.8	-5.7	23.5	-3.2	9.6	7.4	4.2	14.3
STAT3 act	96.8	90.0	100.4	84.6	106.7	93.7	95.5	99.2	92.0
Redox H2O2 prof	0.4	1.4	0.5	-4.5	-3.9	0.2	0.1	0.7	-0.5
STAT1 inh	5.4	11.2	6.4	8.8	4.0	3.9	-1.3	0.4	0.7
Hsp70 activator	0.1	-0.3	-0.6	-0.4	-0.3	-0.2	-0.2	-0.2	-0.3
APP 5'UTR act	22.9	-12.0	11.8	21.6	9.4	7.0	2.5	9.0	20.6
NF-kB expr up	1	0.93	1.09	1.09	1.21	0.87	0.94	1.13	1.19
HMGR II inh	-4.3	-3.8	-8.9	-0.3	-2.5	-5.3	-7.1	5.2	-2.8
STAT1 act	95.2	89.9	94.2	92.0	96.4	101.7	101.1	97.4	96.7
TLR4 MyD88 comp	-9.9	-7.7	2.1	-4.3	16.6	-13.4	0.2	-4.9	6.4

Of the compounds above, 5 have a halogen:
[8] Cc1ccc(OCCSCc2nnc(NC(=O)Nc3cccc(Cl)c3)s2)cc1
[17] CC1=NN(C(=O)COc2ccc(C)c(C)c2)C(O)(c2ccc(Cl)cc2)C1 (configuration not stated)
[18] CSc1nc(Sc2ccccc2Cl)c2ccccc2n1
[20] Cc1cc(OC(=O)c2c(Cl)cc(Cl)cc2Cl)nc(C)n1
[22] CCn1ncc(CNC(=O)CCSc2nc(-c3ccco3)cc(C(F)(F)F)n2)c1C

Assay by compound	8	17	18	20	22
STAT3 blocker	-8.7	1.3	17.8	23.5	9.6
STAT3 act	106.2	96.8	90.0	84.6	93.7
Redox H2O2 prof	-0.1	0.4	1.4	-4.5	0.2
STAT1 inh	-5.2	5.4	11.2	8.8	3.9
Hsp70 activator	-0.2	0.1	-0.3	-0.4	-0.2
APP 5'UTR act	0.8	22.9	-12.0	21.6	7.0
NF-kB expr up	0.96	1	0.93	1.09	0.87
HMGR II inh	-1.2	-4.3	-3.8	-0.3	-5.3
STAT1 act	104.7	95.2	89.9	92.0	101.7
TLR4 MyD88 comp	11.4	-9.9	-7.7	-4.3	-13.4
